Screening results (PubChem)
RGS4 act: potentiators or activators of RGS4 | AID 463111 | 310,000 tested, 0.92% active | B-score at 10 µM | HEK293 M3R/inducible RGS4, carbachol calcium flux Fluo4; active compounds read low;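 active = B-score of the integrated calcium signal more than 4 SD below the library mean, with starting fluorescence not abnormally high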;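 also: negative B-score means reduced calcium response which marks RGS4 activation or potentiation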
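Material: Inducible-RGS4 HEK293 cells carrying M3 receptor; also added: carbachol at ECmax as muscarinic agonist stimulus; incubation: compound preincubation 20 min at room temperature before agonist; signal: Fluo4-AM (2 µM) calcium-flux fluorescence, kinetic read; measure: integrated calcium ratio converted to B score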
TRPC4 block: inhibitors of mouse TRPC4 channel; Q9QUQ5; HEK293 TRPC4beta/mu-opioid, DAMGO-evoked Fluo4 calcium flux; active compounds read low; B-score at 10 µM; 300,000 tested, 0.39% active; AID 2247;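 active = B-score over 3 SD under the library average, no early fluorescence shift, positive overall ratio signal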
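Material: HEK293 cells with stable TRPC4beta plus mu-opioid receptor expression / Probe or stimulus: DAMGO in two steps, submaximal then maximal / Compound: single concentration per test compound / Technique: kinetic Fluo4 fluorescence imaging of calcium influx / Read-out: per-well B score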
SKKanGAS inh: inhibitors of SKKanGAS S. pyogenes growth in kanamycin (SK-promoter or general growth effect); BacTiter-Glo, 6 h; 300,000 tested, 1.3% active; inhibition, % at 7.5 µM; AID 1662;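 active = mean replicate score, as percent of positive control median, at least 50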;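 also: strain carries kanamycin resistance gene driven by streptokinase promoter and grows in 40 µg/ml kanamycin; loss of luminescence reflects streptokinase promoter inhibition or plain growth inhibition; 0% = median of DMSO wells and 100% = positive control at its reference dose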
TRPC6 inh: mouse TRPC6 channel inhibition. HEK293-TRPC6, membrane potential dye, ACh-evoked depolarization; active compounds read low. B-score at 10 µM. 310,000 tested, 1.1% active. AID 2553;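 active = B-score under library mean minus 3 SD, initial fluorescence not abnormally high, positive integrated signal ratio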;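 also: B-score derived from integrated fluorescence ratio over the kinetic read; more negative B-score means stronger inhibition of depolarization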
MrgX1 antag: antagonists of human MrgX1 receptor; B-score at 10 µM; MRGX1-HEK293 calcium flux, Fluo-4, BAM8-22 antagonism; active compounds read low; Q96LB2; AID 588676; 310,000 tested, 1.3% active;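 active = calcium-response B-score plate-corrected more than 3 library SD below zero, starting fluorescence within 5 deviations, no agonist response on first addition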;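 also: peak minus trough fluorescence over baseline after final BAM8-22 challenge near maximal dose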
Target sequence (Q96LB2 whole entry, looked up): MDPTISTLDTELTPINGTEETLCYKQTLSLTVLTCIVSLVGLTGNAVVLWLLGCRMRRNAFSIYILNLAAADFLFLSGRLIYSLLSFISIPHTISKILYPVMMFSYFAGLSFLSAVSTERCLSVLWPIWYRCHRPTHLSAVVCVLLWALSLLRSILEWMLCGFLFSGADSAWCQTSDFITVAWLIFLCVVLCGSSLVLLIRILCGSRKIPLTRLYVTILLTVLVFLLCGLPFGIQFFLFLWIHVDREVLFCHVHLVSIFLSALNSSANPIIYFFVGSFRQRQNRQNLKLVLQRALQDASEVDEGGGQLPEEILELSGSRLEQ
TRPC6 act: mouse TRPC6 channel activation | Q61143 | HEK293-TRPC6 membrane potential dye fluorescence; active compounds read high | B-score at 10 µM | 310,000 tested, 0.13% active | AID 2550;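 active = B-score of the integrated fluorescence ratio above library mean plus 3 SD, and starting fluorescence ratio within library mean plus 5 SD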;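 also: higher score means more depolarization so channel activation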
RGS4 block: human RGS4 inhibition | P49798 | HEK293 M3R/RGS4 inducible, Fluo-4 calcium flux; active compounds read high; triggered by carbachol at its EC20 | B-score at 10 µM | 310,000 tested, 0.45% active;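 active = B-score, a plate-corrected calcium signal, over three deviations above library mean, with baseline fluorescence within five deviations of library mean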;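 also: RGS4 expression induced by doxycycline in cells with stable M3 receptor; B-score is computed from the integrated fluorescence ratio over baseline after carbachol; higher B-score means a larger calcium signal and so more RGS4 inhibition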
Target sequence (P49798 whole entry, looked up): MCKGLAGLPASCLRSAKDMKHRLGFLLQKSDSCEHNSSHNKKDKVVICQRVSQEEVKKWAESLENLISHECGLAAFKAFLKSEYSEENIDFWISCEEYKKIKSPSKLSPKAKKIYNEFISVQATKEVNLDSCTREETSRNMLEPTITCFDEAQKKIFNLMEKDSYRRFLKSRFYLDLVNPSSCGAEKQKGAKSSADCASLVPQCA
MrgX1 agonist: activates human MrgX1 receptor signaling; Q96LB2; MrgX1-HEK293 cells, Fluo-4 calcium fluorescence, agonist mode; active compounds read high; B-score at 10 µM; 310,000 tested, 0.44% active;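 active = calcium response B-score plate-corrected fluorescence ratio at least 3 library SD, with starting fluorescence B-score inside 5 SD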
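Test system: HEK293 cells stably expressing human MrgX1 receptor; Input: fifteen thousand cells per well; Dosing: compound delivered in addition one of three; Schedule: overnight seeding, then 1 h dark dye loading; Technique: Fluo-4 NW calcium fluorescence; Measure: B-scored fluorescence response ratio; Controls: positive and negative controls per plate.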
HIF activator: HIF pathway transcriptional activation; U2OS HRE-luciferase reporter, luminescence; normalized: DMSO 0%, desferrioxamine 100%; activation, % at 7.5 µM (by protocol); 300,000 tested, 0.32% active;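 active = mean activation of at least 10% of the iron chelator positive control signal, with at least half of replicates also reaching 10%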
MrgX1 PAM: allosterically activates human MrgX1 receptor signaling; Q96LB2; MrgX1-HEK293, Fluo-4 calcium flux, FDSS; active compounds read high; B-score at 10 µM; 310,000 tested, 0.63% active;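 active = plate-corrected calcium response at least 3 library SD above typical, normal starting fluorescence, not activating the receptor alone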;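 also: compound read alongside a low EC10 to EC30 dose of BAM8-22 agonist; peak minus trough fluorescence over baseline measured at the second addition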
Platelet DG rel: modulates dense granule release in human platelets. human platelet-rich plasma, SFLLRN dense granule ATP release, luminescence. inhibition, %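 (compounds screened at 7.5 µM in platelet-rich plasma)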. 300,000 tested, 0.22% active. AID 1663;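 active = mean replicate score, as percent of positive control, at or above 50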
Active calls of the source: *; i = inactive; nt = not tested or not shown.

Values run as follows: RGS4 act	TRPC4 block	SKKanGAS inh	TRPC6 inh	MrgX1 antag	TRPC6 act	RGS4 block	MrgX1 agonist	HIF activator	MrgX1 PAM	Platelet DG rel
Cc1ncc(S(=O)(=O)C(C)(C)C)c(N)n1
    i	i	-2	i	i	i	i	i	-0.4	i	9
CCCC(=O)Nc1ccc(-c2cn3cccnc3n2)cc1
    i	i	-2	i	i	i	i	i	2.6	i	2
N#Cc1cnn(Cc2ccc(Cl)cc2)c1N
    i	nt	-9	i	i	i	i	i	0.4	i	-1
C=CCc1cc(Cl)ccc1OCCCNCCO
    i	i	-5	i	i	i	i	i	0.0	i	-6
O=C(O)C1CCC(=O)N1C(=O)OCc1ccccc1 (stereo not drawn)
    i	i	9	i	i	i	i	i	-1.3	i	5
O=C(NNC(=O)c1ccccc1O)c1ccco1
    i	i	5	i	i	i	i	i	0.5	i	3
CCOc1ccccc1/C=N/NC(=O)c1cccc(S(=O)(=O)N2CCOCC2)c1
    i	i	7	i	i	i	i	i	0.1	i	0
CC1CCCCN1CC(O)COCCC12CC3CC(CC(C3)C1)C2 (stereo not drawn)
    i	i	24	i	i	i	i	i	-1.2	i	4
Cc1nn(CC(=O)Nc2ccc3c(c2)nc(CN2CCCCC2)n3C)c(=O)c2ccccc12
    i	i	2	i	i	i	i	i	-0.3	i	-3
c1ccc(CSCc2cn3ccsc3n2)cc1
    i	i	-5	i	i	i	i	i	1.8	i	-2
COC(=O)c1ccc(C2Nc3ccc(/C(C)=N/NC(=O)C(OC)c4ccccc4)cc3C3C=CCC32)cc1 (stereo not drawn)
    i	i	8	i	i	i	i	i	-0.5	i	-5
O=C(CCc1nnc(Cc2c[nH]c3ccccc23)o1)NC1CCCC1
    i	i	-1	i	i	i	i	i	-0.3	16*	-1
CC(C)CC(=O)Nc1cccc(C(C)O)c1 (stereo not drawn)
    i	i	15	i	i	i	i	i	-0.3	i	-3
CCN(CC)CCN(Cc1cc2cc3c(cc2[nH]c1=O)OCCO3)C(=S)NCCCN(C)C
    i	i	-2	i	i	i	i	i	-0.4	i	2
N#C/C(C(N)=O)=C1/CCCN1Cc1ccccc1
    i	i	0	i	i	i	i	i	0.1	i	8
COc1cccc(CNCCc2c[nH]c3ccccc23)c1OCc1ccc(F)cc1
    i	i	4	i	i	i	i	i	-0.3	i	-1
COC(=O)c1c(S(=O)(=O)N2CCOCC2)c(C)n(C)c1C
    i	i	-8	i	i	i	i	i	-0.3	i	-35
CC1CCN(C(=O)Cn2c(=O)n(Cc3ccco3)c(=O)c3sccc32)CC1
    i	i	2	i	i	i	i	i	-0.2	i	-14
Cc1cccc(CCNC(=O)CN(C)S(=O)(=O)c2cnc[nH]2)c1
    i	i	10	i	i	i	i	i	0.4	i	8
Cc1ccc(C2=NCCn3c2c2ccc([N+](=O)[O-])cc2[n+]3[O-])cc1
    i	i	43	i	i	i	i	i	1.3	i	8
CCOc1cc(N(CC)CC)ccc1/C=C(/C#N)c1nc2ccccc2[nH]1
    i	i	33	i	i	16*	i	79*	3.3	i	21
COc1ccc(Cl)cc1N1C(=N)SCC1=O
    i	i	-4	i	i	i	i	i	-0.3	i	2
CN1CCN(c2ccc(S(=O)(=O)N3CCCCC3)cc2[N+](=O)[O-])CC1
    i	i	-1	i	i	i	i	i	-0.2	i	2
COc1ccc(CC(=O)O/N=C(\N)c2ccccn2)cc1OC
    i	i	-19	i	i	i	i	i	1.5	i	-11
COc1ccc(C(C)NC(=O)c2ccncc2)cc1 (stereo not drawn)
    i	i	-1	i	i	i	i	i	-1.8	i	5
CCOc1cccc(N2C(=O)CC(N3CCN(c4nc5ccccc5s4)CC3)C2=O)c1 (stereo not drawn)
    i	i	14	i	i	i	i	i	-0.2	i	1
CC(=O)NCCC(=O)Nc1cc(S(=O)(=O)N2CCCCC2)ccc1Oc1cccc(C)c1
    i	i	0	i	i	i	i	i	0.0	i	-3
O=C(NNC(=O)c1ccc(O)cc1O)c1ccc(-c2ccccc2)cc1
    i	i	1	i	i	i	i	i	2.5	i	0
C[N+](C)(C)C/C=C1/COCO1
    -9.1*	i	1	-6.7*	i	i	7.3*	67*	-0.5	i	4
CCC(C(=O)Nc1ccon1)c1ccccc1 (stereo not drawn)
    i	i	7	i	i	i	i	i	0.3	i	-5
Cc1cc(C)nc(NN2C(=O)/C(=C/c3ccccc3)SC2=S)n1
    i	i	-1	i	i	i	i	i	1.1	i	-1
Cn1c2ccccc2c2nnc(SCC(=O)NCc3ccoc3)nc21
    i	i	-1	i	i	i	i	i	0.6	i	-2
CCOCCCn1c(SCC(=O)Nc2cc(C(C)(C)C)nn2-c2ccccc2)nc2ccccc2c1=O
    i	i	8	i	i	i	i	i	-1.2	i	-14
COc1ccc(CCNC(=O)c2cccnc2)cc1
    i	i	1	i	i	i	i	i	0.1	i	-5
Cc1csc(NC(=O)C2CCCN(S(=O)(=O)c3cnc[nH]3)C2)n1 (stereo not drawn)
    i	i	-2	i	i	i	i	i	nt	i	5
O=C(CNC(=O)c1ccco1)Nc1ccc(S(=O)(=O)N2CCCC2)cc1
    i	i	-5	i	i	i	i	i	0.1	i	-7
O=C1c2cnc3nc(SCc4ccccc4)nn3c2CC2c3ccccc3CCN12 (stereo not drawn)
    i	i	37	i	i	i	i	i	0.3	i	2
Cc1c(/C=N/Nc2ccc(F)cc2)c(O)n(C)c(=O)c1C#N
    i	i	0	i	i	i	i	i	-0.6	i	1
CN1CC(=O)N(CC(=O)N2N=C(c3ccc(Cl)cc3)CC2c2ccco2)C1=O (stereo not drawn)
    i	i	13	i	i	i	i	i	-0.4	i	-1
COc1ccc(C(=O)NC(=S)NCc2ccco2)cc1
    i	i	10	i	i	i	i	i	1.3	i	8

Reprinted from the results shown, two compounds:
Values run as follows: RGS4 act	TRPC4 block	SKKanGAS inh	TRPC6 inh	MrgX1 antag	TRPC6 act	RGS4 block	MrgX1 agonist	HIF activator	MrgX1 PAM	Platelet DG rel
CCOc1cc(N(CC)CC)ccc1/C=C(/C#N)c1nc2ccccc2[nH]1
    i	i	33	i	i	16*	i	79*	3.3	i	21
COc1ccc(Cl)cc1N1C(=N)SCC1=O
    i	i	-4	i	i	i	i	i	-0.3	i	2

Other entries follow:
Values run as follows: RGS4 act	TRPC4 block	SKKanGAS inh	TRPC6 inh	MrgX1 antag	TRPC6 act	RGS4 block	MrgX1 agonist	HIF activator	MrgX1 PAM	Platelet DG rel
Cc1ccc(SCCN2CCN(Cc3ccccc3)CC2)cc1
    i	i	2	i	i	i	i	i	-15	i	-12
COC(=O)C1=C(C)N(CCc2cc(OC)c(OC)c(OC)c2)C(=O)N[C@H]1c1ccccc1
    i	i	6	i	i	i	i	i	-6.5	i	-13
O=C(c1ccc(NS(=O)(=O)c2ccccc2)cc1)N1CCCC1
    i	i	-4	i	i	i	i	i	0.2	i	-1
Oc1c(CN2CCOCC2)cc(COCc2ccccc2)c2cccnc12
    i	i	29	i	i	i	i	i	53*	i	-27
O=C(NC1CCCC1)c1ccccc1OCc1ccccc1
    i	i	-2	i	i	i	i	i	0.1	i	-3
CCN1CCN(C(=O)Cn2c(=O)sc3ccccc32)CC1
    i	i	-3	i	i	i	i	i	0.0	i	0
Cc1ccc(CNC(=O)CN(C(=O)C2(C)CC(=O)N=C3C=CC=CN32)c2cc(C)ccc2C)cc1 (stereo not drawn)
    i	i	2	i	i	i	i	i	0.2	i	13
COc1ccc(C(=O)Nc2nnc(C(F)(F)F)s2)cc1
    i	i	9	i	i	i	i	i	1.8	i	2
O=C(CSc1nnc(NC(=O)c2ccccc2)s1)NC1CCCC1
    i	i	0	i	i	i	i	i	0.3	i	-1
COCC(C)NC(=O)Cc1ccc(F)cc1 (stereo not drawn)
    i	i	-2	i	i	i	i	i	-0.5	i	-1
CCOc1ccc(NC(=O)Nc2nnc(CC)s2)cc1
    i	i	10	i	i	i	i	i	1.4	i	3
CCc1ccc(/C=C2\SC(=S)N(CCC(=O)NCCCN3CCOCC3)C2=O)cc1
    i	i	8	i	i	i	i	i	0.8	i	-16
Cc1cc(C)n(-c2ccc(Cl)c(C(=O)Nc3cc(C(F)(F)F)ccc3Cl)n2)n1
    i	i	-6	i	i	i	i	i	0.6	i	-12
Cc1ccc(C(=O)COC(=O)c2cn3ccccc3n2)cc1
    i	i	-7	i	i	i	i	i	5.3	i	7
COc1ccc(-n2c(=S)[nH]c3cc(C(=O)Nc4ccc(OC)c(OC)c4)ccc3c2=O)cc1
    i	i	1	i	i	i	i	i	-1.1	i	-43
Cc1ccc(CC(NC(=O)c2ccccc2)C(=O)N2CCCC2C(=O)O)cc1 (stereo not drawn)
    i	i	2	i	i	i	i	i	-0.2	i	-8
CCCC(=O)Nc1c2c(nn1-c1ccccc1)CSC2
    i	i	-5	i	i	i	i	i	1.1	i	-2
CC(C)(C)c1ccc(C(=O)c2c[nH]c(C(=O)NCc3cccs3)c2)cc1
    i	i	-4	i	i	i	i	i	0.2	i	-9
C[C@H](NC(=O)c1ccccc1F)C(=O)N1CCC2(CC1)NCCc1[nH]cnc12
    i	i	-8	i	i	i	i	i	-0.6	i	0
Cc1ccc(CNC(=O)C2CCCN(S(=O)(=O)c3ccc(F)cc3)C2)cc1 (stereo not drawn)
    i	i	1	i	i	i	i	i	-0.8	i	-2
CC(C)OC(=O)C(C)Nc1n[nH]c(=S)[nH]c1=O (stereo not drawn)
    i	i	-5	i	nt	i	i	nt	0.2	nt	6
CCc1cc2c(SCC(=O)N(C)C3CCS(=O)(=O)C3)ncnc2s1 (stereo not drawn)
    i	i	-16	i	i	i	i	i	0.2	i	3
Cc1c(CCC(=O)NCCCC(=O)O)c(=O)oc2cc3oc4c(c3cc12)CCCC4
    i	i	6	i	i	i	i	i	-3.4	i	-6
CC(OC(=O)C1=COCCO1)C(=O)Nc1ccc(Oc2ccccc2)cc1 (stereo not drawn)
    i	i	-2	i	i	i	i	i	0.5	i	2
CCOc1cc(NC(=S)NCCCN2CCOCC2)c(OCC)cc1NC(=O)c1ccco1
    i	i	2	i	i	i	i	i	-0.4	i	-48
